CXCR6 inh – CXCR6 receptor inhibitors, primary screen, cell-based, beta-arrestin, luminescence, CHO-K1 PathHunter, 1536-well | C-X-C chemokine receptor type 6 (Homo sapiens), O00574 | inhibition, % at 20 µM | hit rate 0.36% among 360,000; in the data active = inhibition above about 34%, passing the limit was not always enough;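 note: antagonist mode with CXCL16 agonist at 10 nM final; 0% = 10 nM CXCL16 with DMSO and 100% = unstimulated wells without agonist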
Target sequence (O00574 whole entry, looked up): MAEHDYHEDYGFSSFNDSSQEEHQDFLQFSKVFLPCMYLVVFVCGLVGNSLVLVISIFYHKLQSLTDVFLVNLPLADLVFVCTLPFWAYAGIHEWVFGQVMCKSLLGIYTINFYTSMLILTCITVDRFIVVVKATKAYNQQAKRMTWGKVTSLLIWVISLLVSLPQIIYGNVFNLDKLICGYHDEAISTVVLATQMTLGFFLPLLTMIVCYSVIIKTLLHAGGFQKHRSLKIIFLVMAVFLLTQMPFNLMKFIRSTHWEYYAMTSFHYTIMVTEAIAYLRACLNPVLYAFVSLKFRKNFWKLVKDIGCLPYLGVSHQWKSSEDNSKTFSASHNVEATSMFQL
CHOP UPR activ – activators of apoptotic CHOP UPR arm, primary screen, cell-based, CHO-CHOP luciferase reporter, luminescence, uHTS; UPR activation; percent of tunicamycin response over DMSO baseline; activation, % at 10 µM; hit rate 0.34% among 330,000; AID 449763, 2010;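 active = at 10 µM dose, activation of 40% or more, normalized to positive control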;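 note: 100% = tunicamycin at 10 µg/mL and 0% = DMSO alone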
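Test system: CHO-CHOP cells, stable luciferase reporter of PERK-eIF2a-CHOP signalling | Quantity: 500 CHO-CHOP cells per well | Buffer or medium: F12 plus 10% serum | Compound dosing: 10 µM single point, 0.5% DMSO | Schedule: 6 h compound treatment, 37 °C | Signal: Luciferase luminescence | Control set: Tunicamycin high control, DMSO low control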
UPR XBP1 act – activators of adaptive XBP1 UPR arm, primary screen, cell-based, CHO-XBP1 luciferase reporter, luminescence, uHTS; IRE1-XBP1 UPR activation; percent of tunicamycin response, DMSO as zero; hit rate 0.33% among 330,000; activation, % at 20 µM;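 active = versus positive control, 20 µM dose yields 30% or more activation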;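 note: 100% = tunicamycin at 10 µg/mL and 0% = DMSO only wells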
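Material: CHO cell line with stable XBP1 luciferase reporter; buffer or medium: F12 medium containing 10% fetal bovine serum; compound: single point, 20 µM final compound, 1% DMSO; incubation: 6 h treatment, 37 °C; measured by: glow luminescence from Steady-Glo reagent; evaluation: activation, % of tunicamycin; control set: tunicamycin high, DMSO low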
EBI2 block – EBI2 receptor antagonists, beta-arrestin recruitment, primary screen, cell-based, luminescence, 7a,25-OHC stimulation, uHTS; G-protein coupled receptor 183 (Homo sapiens), P32249; 7a,25-OHC stimulated; inhibition, % at 5 µM; hit rate 0.81% among 360,000; AID 651636, 2012; in the data active = inhibition above about 38%;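 note: enzyme fragment complementation signal reports receptor beta-arrestin coupling in cells; 0% = agonist plus DMSO wells and 100% = wells without agonist; some results beyond the cut were filed as inactive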
CCR6 antagonist – CCR6 receptor antagonists, primary screen, cell-based, CHO-K1, luminescence, beta-arrestin, uHTS; C-C chemokine receptor type 6 (Homo sapiens), P51684; CHO-K1 CCR6 PathHunter beta-arrestin, CCL20-stimulated; inhibition, % at 20 µM; hit rate 0.49% among 340,000;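 active = compounds whose inhibition of the agonist-driven luminescence signal at 20 µM reaches about 50%, limit read from the data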;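 note: cells stimulated with CCL20 at 14 nM final; plate controls were DMSO with CCL20 for no effect and DMSO without agonist for full effect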
Target sequence (P51684 whole entry, looked up): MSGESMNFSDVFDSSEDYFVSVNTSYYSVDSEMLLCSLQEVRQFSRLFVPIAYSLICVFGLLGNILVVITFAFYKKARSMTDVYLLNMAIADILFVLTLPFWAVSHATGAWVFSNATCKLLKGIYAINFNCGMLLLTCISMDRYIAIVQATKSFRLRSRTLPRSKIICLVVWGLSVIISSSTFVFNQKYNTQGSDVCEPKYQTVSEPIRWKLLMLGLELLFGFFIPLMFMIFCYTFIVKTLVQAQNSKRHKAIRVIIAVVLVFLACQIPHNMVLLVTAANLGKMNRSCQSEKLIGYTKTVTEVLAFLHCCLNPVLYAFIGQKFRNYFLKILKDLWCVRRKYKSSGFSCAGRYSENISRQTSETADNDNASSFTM
Jurkat NFkB inh – inhibitors of induced NF-kB luciferase reporter, primary screen, TCR NF-kB activation inhibitor project, cell-based, luminescence, uHTS; Jurkat, PMA/ionomycin-induced NF-kB luciferase reporter; inhibition, % at 4 µM; hit rate 0.53% among 330,000; in the data active = inhibition above about 50%
Mdm2 MdmX PPI – inhibitors of human Mdm2-MdmX association, primary screen, cell-based, luminescence, split luciferase, SaOS-2, uHTS; inhibition, % at 8 µM; SaOS-2 split-luciferase Mdm2/MdmX complementation; hit rate 3% among 330,000; Protein Mdm4 (Homo sapiens) + E3 ubiquitin-protein ligase Mdm2 (Homo sapiens), …;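 active = inhibition of at least 50% at 8 µM in the primary screen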
697 NFkB inh – inhibitors of PMA/ionomycin-induced NF-kB reporter, 697 cells, primary screen, B-cell NF-kB inhibitor project, cell-based, luminescence, uHTS; 697 B-cell NF-kB luciferase reporter, 16 h; AID 435022, 2010; hit rate 0.33% among 330,000; inhibition, % at 4 µM; in the data active = inhibition above about 35%
Gli-Sufu block – Gli-Sufu pathway antagonists, primary screen, luciferase luminescence, Sufu-KO-LIGHT cells, uHTS; AID 588413, 2011; inhibition, % at 5 µM; hit rate 0.74% among 340,000; Sufu-KO-LIGHT fibroblasts, Gli luciferase reporter luminescence;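 active = inhibition above about 55%, limit read from the data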;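 note: 0% = DMSO-treated cells and 100% = wells with medium but no cells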
An asterisk follows results filed as active; nt = no result given; & = joins results of further samples.

Preview (2 entries):
SMILES	CXCR6 inh	CHOP UPR activ	UPR XBP1 act	EBI2 block	CCR6 antagonist	Jurkat NFkB inh	Mdm2 MdmX PPI	697 NFkB inh	Gli-Sufu block
O=C(NCc1n[nH]c(=S)n1-c1cccc(Cl)c1)c1cccs1	4	-0.1	0	-6	-3	4	13	12	-3
CCc1ccc2[nH]c(=O)c(CN(Cc3ccc(F)cc3)C(c3nnnn3CCN3CCOCC3)C(C)C)cc2c1 (stereo not drawn)	3	55*	38*	10	-4	8	-16	-9	2

Main list, previewed entries included:
SMILES	CXCR6 inh	CHOP UPR activ	UPR XBP1 act	EBI2 block	CCR6 antagonist	Jurkat NFkB inh	Mdm2 MdmX PPI	697 NFkB inh	Gli-Sufu block
O=C(NCc1n[nH]c(=S)n1-c1cccc(Cl)c1)c1cccs1	4	-0.1	0	-6	-3	4	13	12	-3
CCc1ccc2[nH]c(=O)c(CN(Cc3ccc(F)cc3)C(c3nnnn3CCN3CCOCC3)C(C)C)cc2c1 (stereo not drawn)	3	55*	38*	10	-4	8	-16	-9	2
COc1ccc(NC(=O)CCN2CCN(S(=O)(=O)c3cc(Cl)ccc3Cl)CC2)cc1	2	-0.5	-2	48*	0	22	10	-18	0
O=C(O)C(C/C(=N/O)c1ccc(Br)cc1)P(=O)(c1ccccc1)c1ccccc1 (stereo not drawn)	0	-0.4	-1	-8	11	7	13	24	-4
COc1ccccc1CNC(=O)CN(C)S(=O)(=O)c1cccc2cccnc12	2	2.7	-5	-6	5	7	-5	3	3
Cc1cccc(-n2ncc(C#N)c2N)c1	-2	8.5	-2	3	-3	-4	13	1	49
O=C(CS(=O)(=O)c1ccccc1)NC1CCCCC1	-5	0.0	-2	8	10	-5	25	17	18
CCOc1ccccc1OCCCC(=O)NC1CCCc2ccccc21 (stereo not drawn)	7	-1.4	1	1	5	3	16	-15	9
COc1cc(OC)cc(-c2nc(N)n[nH]2)c1	5	-1.7	1	-3	13	-18	-10	-29	-2
COc1ccc2nc(COC(=O)c3cccc([N+](=O)[O-])c3)c(C(C)=O)[n+]([O-])c2c1	-18	-0.1	2	4	9	-13	5	2	5
COc1ccc2oc(=O)c(-c3csc(Nc4cccc(O)c4)n3)cc2c1	5	7.1	2	30	11	-20	4	-5	-22
N#CCSc1n[nH]c2nc3c(c(=O)n12)C1(CCCC1)Cc1ccccc1-3	-9	-1.1	3	14	-26	1	0	37*	9
CCCCCCCCCCC[N+](C)(C)CC/C=C1/c2ccccc2Sc2ccc(Cl)cc21	4	1.1	0	-3	11	5	78*	3	26
O=C(O)c1cc(S(=O)(=O)O)cc(Nc2c3ccccc3nc3ccccc23)c1O	5	0.3	0	-8	24	2	4	-11	-9
C=CCOc1c(CNC2CCCC2)cc(Cl)cc1OC	8	-1.2	-1	20	7	18	-4	10	12
CSc1cccc(CN2CCN(CCc3ccccc3)C(CCO)C2)c1 (stereo not drawn)	4	-1.7	-1	7	18	14	5	9	32
CCc1ccc(OCC(=O)N2CCN(c3ccccn3)CC2)c(Br)c1	6	2.7	-3	25	2	-4	20	5	24
COc1ccc(/C(C)=N/NC(=O)c2ccccc2N)cc1	-11	4.4	3	13	-2	-10	3	17	-38
O=C(CN(CC1CCCO1)C(=O)CNS(=O)(=O)c1ccc(Cl)cc1)NCc1ccc(F)cc1 (stereo not drawn)	-6	1.5	-1	0	9	6	27	6	23
O=C(Nc1ccc(S(=O)(=O)N2CCOCC2)cc1)c1ccccc1F	1	0.6	0	-6	13	19	3	-1	-2
COc1ccccc1C(N)=S	-1	1.1	-1	-5	11	19	21	3	3
COc1ccc(/C=C2\CCCC(C(=O)C(F)(F)F)=C2O)cc1OC	nt	0.2	1	nt	nt	-5	21	-17	nt
O=C(c1cnc2sccn2c1=O)N1CCCc2ccccc21	-12	-0.7	-3	-2	-8	-15	-28	-16	-1
COc1ccc(CNC(=O)CN2C(=O)CC(c3ccccc3)=Nc3ccccc32)cc1	0	1.0	-4	3	-15	3	-11	18	41
O=C1C=C(c2ccc(-c3ccccc3)c(F)c2)C[C@@H](c2ccc(F)cc2)C1	-4	-0.2	-2	22	11	4	17	-3	-12
CCOC(=O)C1(CCc2ccccc2)CCN(C(=O)CCc2cnccn2)CC1	-4	4.9	8	2	12	-2	0	-17	-1
Cc1onc(-c2c(F)cccc2Cl)c1C(=O)Nc1c(C)n(C)n(-c2ccccc2)c1=O	-2	-0.4	1	-10	-4	-2	13	10	-14
CC(C)(C)NC(=O)C1Cc2ccccc2CN1 (stereo not drawn)	3	1.8	0	2	8	-8	-3	15	1
CCOc1ccc(C(=O)OC(C)C(=O)N2CCN(Cc3ccccc3)CC2)cc1 (stereo not drawn)	6	2.0	1	-1	2	1	19	-5	-4
O=C(O)COc1ccc(/C=N/Nc2nc(Nc3ccccc3)nc(N3CCCCC3)n2)cc1	1	1.9	0	-2	-1	-1	8	1	-25
Cc1ccccc1C(=O)N1CCC(C(=O)NC(C)c2ccc(-n3ccnc3)cc2)CC1 (stereo not drawn)	-3	0.8	-3	-7	9	14	17	12	-1
Cc1cccc(OCCC(=O)Nc2c(C)n(C)n(-c3ccccc3)c2=O)c1	-2	0.2	1	2	-20	5	-4	-4	-11
CCCC(=O)Nc1ccc2c(c1)nc(CCN1CCCCC1)n2C	10	-0.1	-3	-4	-3	9	22	1	1
Nc1c(C(=O)NCC2CCCO2)sc2nc3c(c(-c4ccco4)c12)CC/C3=C\c1ccco1 (stereo not drawn)	14	nt	nt	-5	34	nt	nt	nt	-4
C#CCNC(=O)C1=C[C@@H](C2CC2)C[C@@H](OCCCCO)O1	-7	-1.0	-3	-16	7	-15	-17	-24	-25
COc1ccc(C)cc1NC(=O)CN1C(=O)COc2ccc(S(=O)(=O)N3CCOCC3)cc21	-3	1.0	-2	-7	12	12	1	-4	6
COC(=O)C1=C(C)n2cnnc2NC1c1ccc(Cl)cc1 (stereo not drawn)	-2	0.4	0	4	0	-6	1	-10	11
O=C1NCC(NC(=O)C(F)(F)F)c2cc3c(cc21)OCO3 (stereo not drawn)	-1	0.2	-3	-6	5	-6	10	14	3
CCN(CC(=O)Nc1ccc(NC(C)=O)cc1)C(=O)c1cccc(S(=O)(=O)N2CCc3ccccc3C2)c1	4	1.9	-4	2	5	3	-31	10	-14
CSc1cccc(NC(=O)/C=C/c2ccccc2)c1	-2	6.8	5	32	11	-88	-87	-81	-92
COC(=O)c1cc(N2CCNCC2)nc2ccccc12	-1	-1.5	3	1	11	20	21	-3	0
Cc1c(Cl)cccc1NC(=O)CCCn1nc([N+](=O)[O-])cc1C	6	2.2	-2	-2	1	4	-5	12	-7
O=C(O)COc1ccccc1-c1ccccc1	-2	-2.2	0	-16	-2	-12	7	18	3
C#CCOCCOCCOCCNc1nc(N2CCN(C(=O)[C@H](CCCCN)n3cc([C@@H](N)C(C)CC)nn3)CC2)nc(N2CCN(C(=O)[C@H](Cc3cc4ccccc4[nH]3)n3cc([C@@H](N)C(C)CC)nn3)CC2)n1 (stereo partly drawn)	-2	1.2	0	-10	-16	-12	24	5	-1
Cc1ccc(S(=O)(=O)N2CCC(=O)N(CCOC(=O)Nc3ccc(C)c(C)c3)CC2)cc1	-1	-2.7	-5	5	-2	-7	18	1	-19
CCOc1ccc(-n2c(Cc3ccccc3)nnc2SCc2c(C)noc2C)cc1	3	0.3	-2	42	-10	-12	14	4	8
CN1CCN(c2ccccc2NC(=O)c2c(F)cccc2F)CC1	0	1.0	-3	3	11	-15	-8	-50	8
COc1ccc(NC(=O)CSCC(=O)N2CCN(c3cccc(C(F)(F)F)c3)CC2)cc1	0	4.6	-2	1	21	11	13	18	3
CN(C)S(=O)(=O)N(CC(=O)NCCSCc1ccc(Cl)cc1)c1ccccc1	0	0.1	-3	24	8	-15	25	-18	-21
Cc1c(NC(=O)CC(C)C)c(=O)n(-c2ccccc2)n1C	5	2.9	-2	0	-4	-16	11	-18	-7
O=C(COc1ccccc1[N+](=O)[O-])OCC(=O)N1CCC(Cc2ccccc2)CC1	-4	0.4	-2	-5	9	-28	4	-10	2
COC(=O)C1=C(C)NC(C)=C(C(=O)OC)C1C(=O)OCCN1C(=O)c2ccccc2C1=O	-7&1	-2.1	-4	2&1	1&15	-1	12	19	0&15

Part of the list above in order of formula weight, highest first.
SMILES	CXCR6 inh	CHOP UPR activ	UPR XBP1 act	EBI2 block	CCR6 antagonist	Jurkat NFkB inh	Mdm2 MdmX PPI	697 NFkB inh	Gli-Sufu block
COc1ccc(C)cc1NC(=O)CN1C(=O)COc2ccc(S(=O)(=O)N3CCOCC3)cc21	-3	1.0	-2	-7	12	12	1	-4	6
Nc1c(C(=O)NCC2CCCO2)sc2nc3c(c(-c4ccco4)c12)CC/C3=C\c1ccco1 (stereo not drawn)	14	nt	nt	-5	34	nt	nt	nt	-4
O=C(O)COc1ccc(/C=N/Nc2nc(Nc3ccccc3)nc(N3CCCCC3)n2)cc1	1	1.9	0	-2	-1	-1	8	1	-25
Cc1onc(-c2c(F)cccc2Cl)c1C(=O)Nc1c(C)n(C)n(-c2ccccc2)c1=O	-2	-0.4	1	-10	-4	-2	13	10	-14
Cc1ccccc1C(=O)N1CCC(C(=O)NC(C)c2ccc(-n3ccnc3)cc2)CC1 (stereo not drawn)	-3	0.8	-3	-7	9	14	17	12	-1
O=C(COc1ccccc1[N+](=O)[O-])OCC(=O)N1CCC(Cc2ccccc2)CC1	-4	0.4	-2	-5	9	-28	4	-10	2
CCOc1ccc(C(=O)OC(C)C(=O)N2CCN(Cc3ccccc3)CC2)cc1 (stereo not drawn)	6	2.0	1	-1	2	1	19	-5	-4
Cc1cccc(OCCC(=O)Nc2c(C)n(C)n(-c3ccccc3)c2=O)c1	-2	0.2	1	2	-20	5	-4	-4	-11
COC(=O)C1=C(C)n2cnnc2NC1c1ccc(Cl)cc1 (stereo not drawn)	-2	0.4	0	4	0	-6	1	-10	11
CSc1cccc(NC(=O)/C=C/c2ccccc2)c1	-2	6.8	5	32	11	-88	-87	-81	-92
CC(C)(C)NC(=O)C1Cc2ccccc2CN1 (stereo not drawn)	3	1.8	0	2	8	-8	-3	15	1

Bioassay records: PubChem, Sanford-Burnham Center for Chemical Genomics
